Screening results: PubChem BioAssay, several laboratories
C-LANA FP = inhibitors of KSHV LANA C-terminal domain DNA binding. MBP-C-LANA/FAM-LBS DNA binding, fluorescence polarization. 340,000 compounds, 0.078% hits. inhibition, % at 9 µM;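 active = highest replicate inhibition at or above 60% at 9 µM, even if other replicates fall short; inactive = all replicates below 60% inhibition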;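 also: 0% = neutral control wells and 100% = 4 µM acridine orange control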
RTF Ca sens act = increases calcium sensitivity of human cardiac regulated thin filaments; 340,000 compounds, 0.24% hits; AID 493008; activation, % at 7.2 µM; P19429+P45379; IANBD-labeled TnC RTF fluorescence at EC20 calcium; 0% EC20 calcium, 100% full calcium;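 active = activation above the mean over all tested compounds plus 3 SD, cut at about 30% in these data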;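 also: rise in fluorescence read as greater calcium sensitivity of cardiac thin filaments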
Rtt109 HAT inh = blocks Candida albicans Rtt109/Vps75 acetyltransferase activity | Q5AAJ8 | purified Rtt109/Vps75, ThioGlo CoA-SH fluorescence, 4 h | inhibition, % at 34.9 µM | 330,000 compounds, 0.16% hits | AID 540336;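 active = inhibition of at least 50% in every replicate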
RTF Ca sens inh = cardiac RTF calcium desensitization; inhibition, % at 7.15 µM; IANBD-labeled cardiac RTF, Ca2+ fluorescence; P19429+P45379; 340,000 compounds, 0.12% hits;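 active = inhibition above the mean inhibition of all tested compounds plus 3 SD, cut at about 17% in these data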;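 also: assay run at fixed EC70 calcium of 1.6 mM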
Mot1-301 SUMO = blocks SUMOylation pathway, rescuing yeast Mot1-301 growth; S. cerevisiae Mot1-301 growth rescue, ATP luminescence, 38.5C; percent above DMSO median, 100 means doubled; growth rescue, % at 18.8 µM; 320,000 compounds, 1% hits; AID 2716;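 active = every valid replicate shows activation above 250% relative to neutral control wells; inactive = the rest, any valid replicate at or below 250%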;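 also: OY570 slx delta 5 strain wells were the positive control but not used for scaling; some compounds called inactive have numbers as strong as hits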
CDK5 inh = blocks human CDK5/p35 kinase activity | Q00535+Q15078 | Recombinant CDK5/p35, ADP-Glo luminescence, 60 min | inhibition, % at 10 µM | 330,000 compounds, 0.01% hits | AID 488839;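 active = highest replicate inhibition of at least 50% and at least 75% of replicates reaching 50%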;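 also: plate controls were DMSO neutral control for no effect and GW8510 at 10 µM for full effect; many of its hits are not listed in these tables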
PvdQ acylase = blocks Pseudomonas aeruginosa PvdQ acylase activity; purified PvdQ acylase, fluorescence plate reader; inhibition, % at 10 µM; 340,000 compounds, 0.063% hits; AID 488965; in the data active = inhibition above about 30%, passing the limit was not always enough;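 also: 0% = vehicle neutral wells and 100% = reference inhibitor wells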
PfHsp90 set2 = growth inhibition of yeast expressing Plasmodium Hsp90. S. cerevisiae expressing PfHsp90, BacTiter-Glo ATP, 48 h; yeast lacking PDR1 and PDR3 efflux regulators. inhibition, % at 9.4 µM. 310,000 compounds, 0.32% hits;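 active = every replicate shows inhibition above about 80%, whatever the replicate mean, limit read from the data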;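 also: 0% = DMSO neutral controls and 100% = 20 µM radicicol positive controls; yeast relying on Plasmodium falciparum Hsp90 in place of its own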
Keap1-Nrf2 PPI = Keap1-Nrf2 (human) interaction inhibition. Keap1 Kelch-Nrf2 peptide fluorescence polarization, 1536-well. inhibition, % at 9.4 µM. 340,000 compounds, 0.15% hits; in the data active = inhibition above about 12%;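 also: human Keap1 Kelch domain with fluorescein labeled Nrf2 9mer peptide probe; 0% = neutral control wells and 100% = peptide positive control; higher means more block of Keap1 binding to Nrf2 peptide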
dFosB activator = enhances mouse delta FosB homodimer DNA binding; AID 493131; activation, % at 25 µM; 340,000 compounds, 0.99% hits; purified delta FosB, TAMRA-CDK5 oligo fluorescence polarization; percent of positive-control signal above neutral wells;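 active = mean activation above about 17%, with every replicate also reaching it, limit read from the data, passing the limit was not always enough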;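 also: fluorescence polarization rise as delta FosB binds a TAMRA Cdk5 AP-1 oligo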
NSD2 HMT inh = NSD2 (human) methyltransferase inhibition | inhibition, % at 12.5 µM | 310,000 compounds, 0.54% hits | O96028 | NSD2 peptide methylation, AlphaScreen, 120 min | AID 743445; in the data active = inhibition above about 50%
Target sequence (O96028 whole entry, looked up): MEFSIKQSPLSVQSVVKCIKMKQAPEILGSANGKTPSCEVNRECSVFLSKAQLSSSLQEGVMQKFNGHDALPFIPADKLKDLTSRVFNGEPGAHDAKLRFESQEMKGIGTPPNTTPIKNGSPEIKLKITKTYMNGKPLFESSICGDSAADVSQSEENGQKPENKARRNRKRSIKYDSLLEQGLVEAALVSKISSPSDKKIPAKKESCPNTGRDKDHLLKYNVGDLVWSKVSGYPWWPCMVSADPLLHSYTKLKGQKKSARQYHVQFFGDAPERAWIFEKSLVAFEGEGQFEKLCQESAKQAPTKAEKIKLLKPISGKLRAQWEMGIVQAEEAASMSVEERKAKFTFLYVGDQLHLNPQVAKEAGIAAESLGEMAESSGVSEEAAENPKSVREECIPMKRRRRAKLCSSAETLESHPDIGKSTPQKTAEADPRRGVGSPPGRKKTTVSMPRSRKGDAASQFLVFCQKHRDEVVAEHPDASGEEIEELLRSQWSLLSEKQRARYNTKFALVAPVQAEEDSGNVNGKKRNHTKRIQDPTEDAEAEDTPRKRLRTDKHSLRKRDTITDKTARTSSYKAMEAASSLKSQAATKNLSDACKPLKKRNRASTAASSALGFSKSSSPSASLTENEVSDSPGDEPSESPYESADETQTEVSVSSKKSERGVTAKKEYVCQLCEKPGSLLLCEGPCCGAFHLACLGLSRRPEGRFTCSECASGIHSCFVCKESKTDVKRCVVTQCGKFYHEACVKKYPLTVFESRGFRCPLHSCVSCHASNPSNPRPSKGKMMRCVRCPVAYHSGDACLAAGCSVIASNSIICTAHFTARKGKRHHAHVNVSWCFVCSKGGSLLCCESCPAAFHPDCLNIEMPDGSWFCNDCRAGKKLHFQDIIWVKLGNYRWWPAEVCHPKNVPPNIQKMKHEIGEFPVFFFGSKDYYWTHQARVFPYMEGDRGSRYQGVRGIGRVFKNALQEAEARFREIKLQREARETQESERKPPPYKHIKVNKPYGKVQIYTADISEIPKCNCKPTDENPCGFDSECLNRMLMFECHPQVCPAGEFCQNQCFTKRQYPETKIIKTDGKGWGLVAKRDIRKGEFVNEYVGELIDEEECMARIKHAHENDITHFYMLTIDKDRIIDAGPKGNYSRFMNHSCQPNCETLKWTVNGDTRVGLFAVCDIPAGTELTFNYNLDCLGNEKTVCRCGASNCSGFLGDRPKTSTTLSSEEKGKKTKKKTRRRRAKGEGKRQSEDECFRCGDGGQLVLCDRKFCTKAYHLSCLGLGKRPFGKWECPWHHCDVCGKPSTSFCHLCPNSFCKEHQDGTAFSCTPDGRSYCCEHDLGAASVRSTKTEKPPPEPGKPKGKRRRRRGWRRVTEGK
Active calls of the source: *; / = no result given; & = joins results of further samples. An unsorted share of the library. About 3.2% of those tested had a hit in this group.

SMILES	C-LANA FP	RTF Ca sens act	Rtt109 HAT inh	RTF Ca sens inh	Mot1-301 SUMO	CDK5 inh	PvdQ acylase	PfHsp90 set2	Keap1-Nrf2 PPI	dFosB activator	NSD2 HMT inh
Cc1ccc(C(=O)NCC(=O)OCC(=O)NCCNC(=O)COC(=O)CNC(=O)c2ccc(C)cc2)cc1	/	-6	/	-10	4	0.4	-17	-34	/	10	-1
CCC(C)(NC(=O)c1ccccn1)C(=O)NC1CCCC1 (stereo not given)	-0.8	8	-8	-6	-3	2.3	-11	-34	-1	-4	/
Cc1noc(C)c1CSCC(=O)Nc1nc2ccc(F)cc2s1	0.7	-1	-9	11	163	1.3	-1	9	2	0	-1
COc1ccc2c(/C=N/NS(=O)(=O)c3ccc(C)cc3)c[nH]c2c1	0.1	6	22	0	25	1.0	-4	1	-5	-9	1
O=C(CN1CCOCC1)NCCc1ccccc1	-0.5	-2	-4	-6	9	-0.7	-20	11	-5	-2	-1
COc1ccc(CN(Cc2ccc(C(=O)O)cc2)C(=S)Nc2cc(C)cc(C)c2)cc1OC	-0.5	-2	/	0	/	-0.7	0	-16	-4	-7	-3
Cc1c(CCC(=O)O)c(=O)oc2c(C)c3occ(-c4ccc(Cl)cc4)c3cc12	-3.0	-7	1	6	-6	2.7	-2	-45	0	-40	11
O=C(Nc1ccccc1NC(=O)c1csnn1)c1csnn1	-0.5	3	-7	-9	331	-3.0	-9	-22	4	-3	-2
COc1ccc(S(=O)(=O)N(C(=O)C(C)C)c2ccc3oc(=O)sc3c2)cc1	-0.1	-1	5	3	15	-0.9	-27	/	-5	2	4
CCC(C)NC(=O)/C=C/c1cccs1 (stereo not given)	-0.9	1	10	-4	0	-0.7	3	-23	0	8	-2
CCOC(=O)N1CCN(C(=O)CNS(=O)(=O)c2c(C)cc(C)cc2C)CC1	4.7	0	-2	2	252	-7.7	-22	16	-5	-4	-3
CCOC(=O)CC(c1ccc([N+](=O)[O-])cc1)n1c(C)ccc1C (stereo not given)	-1.3	5	-2	0	-4	-0.6	20	3	2	-15	-1
O=C(O)c1ccc(Cn2cnc3scc(-c4ccccc4)c3c2=O)cc1	-0.6	4	-9	-6	-2	-0.1	-8	-21	-6	-6	-1
CN(C)S(=O)(=O)c1cc(C(=O)NCc2ccccc2)c(Cl)cc1Cl	0.8	-5	-4	-3	-3	-1.8	3	-7	-1	2	1
COc1ccc(C(=O)NC2CCN(C(=S)Nc3ccccc3C)CC2)cc1	0.2	2	-1	-7	-21	-3.1	-11	-2	-2	4	-1
CSc1nc2sc3c(c2c(=O)[nH]1)CCC(C)C3 (stereo not given)	-0.3	3	2	-8	-17	0.1	-15	-9	-3	-1	-1
COc1ccc(C2C(C(=O)Nc3cccc(C)n3)c3ccccc3C(=O)N2C)cc1OC (stereo not given)	-2.3	-4	3	0	-22	-0.7	-10	-23	2	-10	/
Cn1c(N)c(C(=O)CNC2CCCCC2)c(=O)n(C)c1=O	-0.6	8	12	-4	-5	0.9	5	1	-1	-7	/
COc1ccc(-n2nc(C(=O)NCC(=O)N3CCN(c4ccccn4)CC3)c3ccccc3c2=O)cc1Cl	0.6	0	9	-6	1	0.1	-20	-17	-2	-1	-4
COc1ccccc1C(=O)OCC(=O)Nc1ccc(Cl)cn1	3.4	8	-3	-3	2	-3.6	-1	-11	-3	5	-4
Cn1nnc(NC(=S)NC(=O)c2ccccc2)n1	1.8	15	4	-5	3	-0.2	-6	-2	-5	-10	1
O=C1C(Cc2ccccc2)C(c2ccccc2)N1c1ccccc1 (stereo not given)	2.6	1	-8	-6	/	-0.6	-8	5	0	-12	-4
Cc1ccc(S(=O)(=O)NC(C(=O)Oc2ccc3c(C(F)(F)F)cc(=O)oc3c2)c2ccccc2)cc1 (stereo not given)	0.3	5	-25	-14	-1	1.7	-15&4	18	-4	-3	-3
COc1ccc(CCNC(=O)COC(=O)Cn2cnc3c2c(=O)n(C)c(=O)n3C)cc1	-1.2	-3	-17	1	/	-2.3	-2	/	-7	-6	0
COc1ccc(NC(=O)c2ncn[nH]2)cc1	0.4	-4	-4	-1	-1	-1.5	-12	-19	-8	-1	-3

The results go on:
SMILES	C-LANA FP	RTF Ca sens act	Rtt109 HAT inh	RTF Ca sens inh	Mot1-301 SUMO	CDK5 inh	PvdQ acylase	PfHsp90 set2	Keap1-Nrf2 PPI	dFosB activator	NSD2 HMT inh
O=C(NCCN1CCCC1)c1ccccc1Cl	-0.7	-4	-3	-21	-12	0.5	-16	5	-3	5	-1
CC1CCCCN1C(=O)COc1ccc(S(=O)(=O)N2CCCC2)cc1[N+](=O)[O-] (stereo not given)	-0.5	-2	-1	2	-16	-0.8	-14	26	0	-4	1
COc1ccc(S(=O)(=O)Nc2c(NC3CCCCC3)c3ccccc3oc2=O)cc1Cl	-0.6	-1	0	-5	17	-0.6	-17	-9	-7	-6	17
Cc1noc(C)c1S(=O)(=O)Nc1ccc2c(c1)C(=O)N([C@H](C)CO)C[C@H](C)[C@@H](CN(C)Cc1ccc(C(=O)O)cc1)O2	0.7	-5	13	-8	1	-1.0	6	0	-3	6	/
COCC(=O)N1CCC(Oc2ccc(C(=O)NCc3cnc(C)cn3)cc2)CC1	-1.9	-4	-1	-5	-2	1.2	-10	-9	-1	6	-3
O=C(Nc1cc(-c2ccccc2)[nH]n1)c1ccccc1	-1.0	3	-19	-2	10	-2.5	-7	7	-8	-14	-2
Nc1nncn1C(=O)CCCN1C(=O)c2ccccc2C1=O	2.9	-5	-12	2	9	1.4	12	-1	-1	0	0
C=CCOC(=O)C1=C[C@@H](c2ccc(C(F)(F)F)cc2)C[C@@H](OCc2ccc(CO)cc2)O1	-1.1	-7	-6	1	-3	-1.3	0	51	-12	-4	/
COc1cc(/C=c2\sc3n(c2=O)CCCN=3)ccc1O	-9.3	4	11	-9	-4	-0.3	4	-9	-5	-2	4
CC(c1ccccc1)N1CC(C(=O)N2CCN(Cc3ccc(C#N)cc3)CC2)CC1=O (stereo not given)	0.2	-2	-2	-3	/	-0.2	-8	4	-1	-3	-2
CC1CC(C)CN(C(=O)Cc2c(C(=O)O)[nH]c3ccc(Cl)cc23)C1 (stereo not given)	0.4	4	5	-9	-3	-0.4	-9	-9	0	-7	-1
Cc1ccc(C(C)C)c(OCC(=O)NNC(=O)C2CSC3(C)CCC(=O)N23)c1 (stereo not given)	-0.9	4	3	-2	/	0.7	-13	/	0	-8	2
Cc1cccc(C)c1NC(=O)CNC(=O)c1c(-c2ccccc2)noc1C	2.0	1	-3	-8	-9	0.8	0	-5	0	-5	2
CCCOc1ccc(C(F)(F)F)cc1NC(=O)C1CC(=O)N(Cc2ccco2)C1 (stereo not given)	-1.1	-2	-3	-3	6	-0.2	-17	1	-4	-10	1
N/C(=N\OC(=O)CC1CCCCC1)c1cccc(Br)c1	-0.8	-2	5	-3	-2	-0.1	1	-7	-7	-4	-2
COCC1CCN(Cc2cn[nH]c2-c2cc(OC)c(OC)c(OC)c2)CC1	0.7	2	0	-6	2	-2.2	-12	-21	-3	-4	-1
O=C(O)C1=CCCNC1	-0.3	1	-10	0	-1	-1.6	-9	2	0	5	/
COc1ccccc1C(=O)NNC(=O)c1ccc2ccccc2c1	-0.8	2	3	-1	-6	0.2	-16	1	-5	-2	-1
O=S(=O)(Nc1ccn(-c2ccccc2)n1)c1ccc(Br)cc1	-1.1	5	-1	3	45	-0.9	-9	3	-1	-1	1
Cc1nc(N2CCOCC2)[nH]c(=O)c1[N+](=O)[O-]	-1.3	0	-14	-21	2	-0.3	-3	-13	0	-6	/
CCCCN(C)S(=O)(=O)c1cc2c3c(c1)CCC(=O)N3CCC2	1.3	6	-1	-13	0	-1.2	0	-5	-1	-6	0
Cc1ccc(S(=O)(=O)NCc2ccc(C(=O)NCCCN3CCN(C)CC3)cc2)cc1	-0.8	2	28	-2	2	-0.8	10	-4	1	-5	/
COCCCNC1=C(Cl)C(=O)c2ccccc2C1=O	-1.0	-2	4	-4	12	0.7	-16	-1	0	-2	68*
COc1cc(NC(=O)CSc2nc3ncnc(N)c3[nH]2)c(C(=O)O)cc1OC	-0.6	-3	7	-1	-1	0.2	5	0	3	-1	3
Nc1ccc(C(=O)OCC(=O)Nc2ccc([N+](=O)[O-])cc2C(F)(F)F)cc1	3.0	6	-22	-14	14	3.9	7	2	-2	5	-1

Next results
SMILES	C-LANA FP	RTF Ca sens act	Rtt109 HAT inh	RTF Ca sens inh	Mot1-301 SUMO	CDK5 inh	PvdQ acylase	PfHsp90 set2	Keap1-Nrf2 PPI	dFosB activator	NSD2 HMT inh
COc1cccc(C(CCc2cc(OC)c(OC)c(OC)c2)NC(C)=O)c1 (stereo not given)	3.8	-5	-4	3	/	-0.6	-7	-13	6	-7	-1
COc1cc2c(cc1OC)CN(C(=O)/C=C/c1cc(OC)c(OC)c(OC)c1)CC2	-1.3	0	-6	-2	-9	0.2	14	0	0	7	14
Cc1ccc(C(=O)NNC(=O)C2CCN(S(=O)(=O)c3ccc(C)cc3)CC2)cc1	-0.2	-4	4	-2	-7	0.1	-10	-1	3	8	-2
COc1ccc(-n2ncc3c(=O)n(CC(=O)NC(C)C)cnc32)cc1	/	-2	7	-4	0	-0.6	6	9	1	1	0
Cc1ccccc1NC(=O)COC(=O)c1c(-c2ccccc2)noc1C	-1.2	-1	8	-2	8	-0.6	-9	-13	1	9	-1
CSc1ccc(CN(C)CC(=O)NC(=O)NC(C)(C)C)cc1	0.1	4	-7	-40	-16	1.6	-8	/	-1	3	-1
Cc1nc(-c2coc3cc(O)c(C)cc3c2=O)cs1	0.1	6	-4	-4	/	3.0	-10	28	-1	-10	0
O=C(NCc1cccnc1)C(=O)Nc1nc(-c2ccccc2)cs1	0.6	-2	7	-2	22	0.1	-2	4	0	-5	-4
Cc1ccc(NC(=O)Cn2cccc2)c(C)c1	2.2	0	-1	-13	-9	0.5	-3	-14	5	7	4
CC(OC(=O)c1cc(=O)[nH]c2ccccc12)C(=O)NC1CCCCC1C (stereo not given)	2.0	-5	-8	2	3	0.3	8	0	-2	-5	/
Cc1ccc(-c2nc(CSCC(=O)N3CCN(C(=O)c4ccco4)CC3)c(C)o2)cc1	0.5	6	-24	1	111	0.4	-2	27	-15	-2	/
CCOc1cccc(OCCOc2ccc(C(=O)c3ccccc3)cc2)c1	0.2	2	-3	-15	-4	-1.0	-9	-3	-6	-3	-1
Cc1cc(C)c2cc(C#N)c(SCC(=O)Nc3ccc4c(c3)OCO4)nc2c1	0.7	-4	-4	-1	-20	0.4	6	-29	-3	15	1
CCOc1cc(N2CCOCC2)c(OCC)cc1NC(=O)CN1C(=O)NC2(CCCCCCC2)C1=O	-0.6	2	-2	-5	253	0.7	-4	7	-1	-2	2
C/C(=N\S(=O)(=O)c1ccc(C)cc1)N(C)C	0.8	2	9	-6	-10	9.3	7	-8	-2	0	-2
